# JMJD2E inh: JMJD2E (human) inhibition; B2RXH2; AID 2147; 1.6% of 230,000 active; JMJD2E catalytic domain, FDH-coupled NADH fluorescence (FDH is formaldehyde dehydrogenase); Potency, µM (series often up to 57.1 µM), inactives show at the top dose activity change, negative = inhibition, actives largely listed as inhibitors; active = well fitted inhibition curve with a large enough effect, not every such curve was filed as active; inconclusive = small, poorly fitted or top-dose-only effect, or another doubt; inactive = no such curve, though single readings can be large or run the other way;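 note: 0% = wells with enzyme and -100% = buffer wells without enzyme; nearly all actives have a fitted effect of over 50% in size; many of its hits are not listed in these tables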
# Target sequence (B2RXH2 1-337 limits assumed): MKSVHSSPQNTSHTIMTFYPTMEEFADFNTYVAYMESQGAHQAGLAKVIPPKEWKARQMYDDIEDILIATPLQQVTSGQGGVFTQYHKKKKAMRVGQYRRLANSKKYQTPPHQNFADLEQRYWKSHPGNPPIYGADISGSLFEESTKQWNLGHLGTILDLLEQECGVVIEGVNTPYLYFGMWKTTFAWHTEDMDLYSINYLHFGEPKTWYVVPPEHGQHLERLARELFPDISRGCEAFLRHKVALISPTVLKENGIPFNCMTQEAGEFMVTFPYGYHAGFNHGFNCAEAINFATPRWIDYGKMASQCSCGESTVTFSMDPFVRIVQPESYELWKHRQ
# Tau fibril FP: blocks human tau fibril formation measured by polarization; K18 P301L tau heparin fibrillization, Alexa594 FP, 6 h; Potency, µM (series often up to 57.7 µM), without a hit: top-dose activity, negative = inhibition, usual class: inhibitors; 0.39% of 280,000 active; AID 1468; note: % is set by controls: 0 for no effect and ±100 for the full control effect; nearly all actives have a fitted effect of over 55% in size
# Target sequence (P10636 561-689 P618L limits assumed): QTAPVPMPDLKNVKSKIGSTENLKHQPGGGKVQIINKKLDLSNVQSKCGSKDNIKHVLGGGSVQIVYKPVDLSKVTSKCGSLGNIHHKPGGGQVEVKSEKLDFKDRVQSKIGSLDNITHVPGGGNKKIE
#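 Compound effects on tau fibrillization are measured by Alexa 594 fluorescence polarization (ex 555, em 632 nm). K18 P301L tau is used at 15 uM with 0.24 uM labeled tracer, and 20 uM heparin induces aggregation over 6 hr at 37 C.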
# HTT aggregate: mutant huntingtin aggregation inhibition; PC12 HttQ103-GFP aggregates, Acumen cytometry, 40 h; Potency, µM (top dose mostly 46.1 µM), for inactives: top-dose activity change, negative = inhibition, usual class: inhibitors; 1.1% of 220,000 active; note: % is set by controls: 0 for no effect and ±100 for the full control effect; nearly all actives have a fitted effect of over 60% in size
#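 Read-out: GFP aggregate count by laser scanning cytometer (488 nm excitation, 500-530 nm emission, 1–25 µm objects >6 SD above background). Cells: PC12, inducible HTTex1-Q103-GFP, 100 nM tebufenozide; compounds titrated.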
# SMN2 splice enh: SMN2 splice variant enhancement; AID 1458; HEK293 SMN2-luciferase splicing reporter, luminescence, 30-36 h; 2.8% of 210,000 active; Potency, µM (doses to about 46.1 µM), without a hit: top-dose activity change, positive = activation, usual class: activators; note: % of control where 0% means no effect; nearly all actives have a fitted effect of over 55% in size
#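 qHTS luciferase splicing reporter: luminescence rises when SMN2 exon 7 is included in transfected HEK293 cells. Compound exposure lasted 30-36 h at 37C, with 4.5 mM final sodium butyrate as control, followed by a ONE-Glo read.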
# Tau fluor cs: counter-screen for tau fibril formation inhibitors. AID 1463. tau K18 P301L Alexa594 fluorescence, heparin fibrillization. Potency, µM (highest dose often 57.7 µM), inactives show at the highest dose activity change, negative = decrease. 0.93% of 280,000 active; note: % is set by controls: 0 for no effect and ±100 for the full control effect; nearly all actives have a fitted effect of over 55% in size
#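 Human tau K18 P301L (15 uM unlabeled, 0.24 uM Alexa 594-labeled) in 100 mM sodium acetate pH 7 with 20 uM heparin, 6 hr at 37 C. ThT 30 uM added, 1 hr ambient; Alexa 594 FP and total fluorescence read at 555/632 nm.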
# ALDH1A1 block: ALDH1A1 (human) enzyme inhibition; Purified ALDH1A1, NADH fluorescence, propionaldehyde substrate; Potency, µM (top dose mostly 75.3 µM), without a hit: at the top dose activity, negative = inhibition, usual class: inhibitors; 7.3% of 220,000 active; active = well fitted inhibition curve with a large enough effect, not every such curve was filed as active; inconclusive = small, poorly fitted or top-dose-only effect, or another doubt; inactive = no such curve, though single readings can be large or run the other way;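 note: plate controls were no enzyme wells and a reference inhibitor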
# Target sequence (P00352 whole entry, looked up): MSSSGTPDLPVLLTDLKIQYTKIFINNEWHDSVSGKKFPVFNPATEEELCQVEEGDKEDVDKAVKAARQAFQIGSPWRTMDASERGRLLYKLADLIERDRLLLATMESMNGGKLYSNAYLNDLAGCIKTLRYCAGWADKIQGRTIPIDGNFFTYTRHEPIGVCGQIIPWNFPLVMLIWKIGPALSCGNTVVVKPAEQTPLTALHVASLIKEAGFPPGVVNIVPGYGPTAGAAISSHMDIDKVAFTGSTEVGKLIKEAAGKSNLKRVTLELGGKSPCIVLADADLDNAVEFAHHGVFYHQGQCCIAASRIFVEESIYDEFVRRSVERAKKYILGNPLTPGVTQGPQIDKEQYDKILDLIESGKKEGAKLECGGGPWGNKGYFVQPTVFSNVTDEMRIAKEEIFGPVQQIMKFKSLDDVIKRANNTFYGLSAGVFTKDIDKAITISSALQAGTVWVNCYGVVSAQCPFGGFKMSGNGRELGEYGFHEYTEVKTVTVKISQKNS
# HTT cytoprotect: Huntington cell model cytoprotection by ATP luminescence. PC12 HTT-Q103 induced, cytoprotection, ATP luminescence, 40 h. Potency, µM (top dose mostly 56.4 µM), without a hit: cytoprotection (ATP increase), hits mostly activators. 0.14% of 230,000 active. AID 1471;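 note: % of control where 0% means no effect; nearly all actives have a fitted effect of over 45% in size; toxic huntingtin expression switched on by the ecdysone agonist tebufenozide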
#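 Compounds added alongside 100 nM tebufenozide, which induces toxic Q103 huntingtin exon 1-GFP in stable PC12 cells; surviving cells quantified by luminescent ATP measurement. Medium: phenol red-free DMEM, 5% equine and 5% calf serum.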
# Tau fibril ThT: tau fibrillization inhibition (ThT binding). P10636. recombinant tau K18 P301L (four-repeat tau fragment), heparin-induced fibrillization, ThT fluorescence. Potency, µM (highest dose often 57.4 µM), for the others: top-dose activity, negative = inhibition, actives largely listed as inhibitors. 2.1% of 270,000 active. AID 1460; note: % is set by controls: 0 for no effect and ±100 for the full control effect; nearly all actives have a fitted effect of over 55% in size
#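 Tau K18 P301L fragment (15 uM unlabeled plus 0.24 uM Alexa 594-labeled) in 100 mM sodium acetate pH 7 with compound, fibrillization induced by 20 uM heparin for 6 hr at 37 C. Thioflavin T (30 uM) added, fluorescence read after 1 hr (ex 450, em 510 nm).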
# * = called active by the depositor; ? = inconclusive; / = not tested or not shown; & = joins results of further samples; [ ] = another dose, or the depositor's remark. Unless noted, calls come from the whole dose curve; as a rule, active = well fitted curve in the direction sought with a large enough effect; inconclusive = small, poorly fitted or top-dose-only effect, or another doubt; inactive = no such curve, though single readings can be large; an effect the other way counts as inactive or inconclusive. Potency is the fitted concentration of half-maximal effect. These rows are one share of the data, so the mix of outcomes need not match the whole.
no. | Molecule | JMJD2E inh | Tau fibril FP | HTT aggregate | SMN2 splice enh | Tau fluor cs | ALDH1A1 block | HTT cytoprotect | Tau fibril ThT
1 | OC1(CNCc2ccccc2)C2CC3CC(C2)CC1C3 (stereo unspecified) | -9% | -5% | 13%[9.22 µM] | / | -17% | 6% | -8%[10 µM] | -12%
2 | COC(=O)c1c(-c2c(Cl)cccc2Cl)noc1NC(=O)NN1CCOCC1 | -5% | -2% | -1%[9.22 µM] | / | 0% | 0% | 5%[10 µM] | -5%
3 | CCCCCCCCN1C(=O)C(O)=C(C(C)=O)C1c1ccccn1 (stereo unspecified) | -26% | 6% | 18% | 0% | 7% | -3% | 3%[10 µM] | 0%
4 | CC(C)C[C@H](NC(=O)c1[nH]cnc1C(=O)N[C@H](C)c1ccccc1)C(=O)OCc1ccccc1 | -6% | ? | -3%[9.22 µM] | / | ? | ? | 18%[10 µM] | -2%
5 | CC(C)(C)C(=O)Nc1nnc(SCC(=O)NCc2ccco2)s1 | -3% | 1% | -3% | 9% | -5% | 7% | 3%[1.9 µM] | -5%
6 | CCC[C@@H]1C[C@@]1(CCC)C(NC(=O)c1ccccc1)c1cccc(Cl)c1 (stereo partly specified) | -6% | 1% | / | -15% | 2% | 3% | -50%[inhibitor] | 3%
7 | CN(C(=O)CS(=O)(=O)c1cccc(Cl)c1)c1ccccc1 | -2% | 3% | 8% | -3% | 2% | -6% | -2%[10 µM] | -5%
8 | CS(=O)(=O)Nc1ccc(C2=NN(S(=O)(=O)c3ccccc3)C(c3cccs3)C2)cc1 (stereo unspecified) | -12% | ? | -26% | -19% | ? | ? | -57%[inhibitor] | -5%
9 | COCCNC(=O)CSc1nc2cc(OC)c(OC)cc2c(=O)n1CCC1=CCCCC1 | 7% | -5% | -1% | 3% | -8% | ? | -10%[1.9 µM] | -3%
10 | CC(=O)N1CCOCCOCCOCC1 | 3% | -13% | 0%[9.22 µM] | / | -10% | / | 9%[10 µM] | -8%
11 | CCOC(=O)C1=C(c2ccccc2)N=C2SCC(=O)N2C1c1ccc2c(c1)OCO2 (stereo unspecified) | -3% | -1% | -7% | 3% | -8% | 13µM* | -13% | 1%
12 | O=C(CCN1C(=O)c2ccccc2C1=O)NC(=S)Nc1cccc(Cl)c1 | 1% | -9% | 32% | -12% | -14% | ? | -16% | -12%
13 | C=CCn1c(-c2csc3ccccc23)n[nH]c1=S | -14% | 7% | -8% | -9% | -14% | -13% | -6% | ?
14 | COc1ccc(NC(=O)c2oc3ccccc3c2NC(=O)COc2ccc(F)cc2)c(OC)c1 | / | ? | / | -7% | -18% | / | / | 7%
15 | CCOc1ccc(CNC(=O)C2Cc3cc(S(=O)(=O)N4CCCCCC4)ccc3N2C(C)=O)cc1 (stereo unspecified) | / | -9% | / | 10% | -21% | / | / | -16%
16 | O=C(O)c1ccc(Nc2nc(-c3ccccc3)c3cc(Br)ccc3n2)cc1 | / | -9% | / | -10% | -18% | / | / | ?
17 | C[C@@H](C(=O)Nc1ccccc1N1CCOCC1)N1C(=O)C2CC=CCC2C1=O (stereo partly specified) | 5% | 6% | -1% | 4% | -8% | 5% | 1% | -14%
18 | COc1ccc(NC(=S)N(CCCN2CCOCC2)C(C)c2cc3ccccc3o2)cc1 (stereo unspecified) | -5% | 0% | 3% | -26% | -20% | -2% | -32%[inhibitor] | -13%
19 | O=C1N=C(N2CCCC2)CN1c1ccccc1 | -5% | 0% | -17% | -8% | -14% | 2% | / | -15%
20 | CC(/C=C/c1ccccc1)=N/NC(=O)Cn1nnc(N)n1 | 10% | 0% | 33%[9.22 µM] | / | 6% | / | -1%[10 µM] | /
21 | Cc1ccc(C)c(Cn2c(=O)n(CCC(=O)NCc3ccc4c(c3)OCO4)c(=O)c3sccc32)c1 | / | -12% | / | -7% | -6% | / | / | 3%
22 | CCN(CC)c1ncnc2c1cnn2C | -7% | -11% | 1% | 6% | -6% | 4% | 26%[10 µM] | -10%
23 | CCCCCCCCCCCCCC(=O)N[C@H](C)[C@@H](O)c1ccccc1 | -1% | 14%&3% | / | 4%&-7% | -4%&4% | 19%&9% | -9%&-40% | -4%&5%
24 | Cc1ccc(NC(=O)c2cc(S(=O)(=O)N3CCCCC3)cs2)cc1 | 6% | -14% | ? | -64%[inhibitor] | ? | -9% | -7% | -10%
25 | COc1cccc(NC(=O)Nc2cc(C(=O)O)ccc2C)c1 | -4% | 4% | -2% | -10% | -2% | 7% | -25% | ?
26 | O=C(CSc1nnnn1-c1ccccc1)N1CCCc2ccccc21 | 3% | -8% | -5% | -12% | -20% | 7.9µM* | -17% | -12%
27 | Cc1ccc(CNC(=O)c2cc3c(=O)n(C)c4ccccc4c3n2C)o1 | ? | -5% | -5% | -24% | -4% | -14% | -16% | -7%
28 | c1cc(Nc2cccc3nccnc23)c2nccnc2c1 | ? | -3% | -22%[9.22 µM] | / | -28% | ? | -48%[inhibitor][10 µM] | 5µM*
29 | CCOC(=O)Cc1csc(NC(=O)CSc2nnnn2-c2ccc(C)c(C)c2)n1 | 5% | -4% | 2% | -12% | -24% | ? | -11%[10 µM] | -14%
30 | O=C(CCCN1C(=O)c2cccc3cccc(c23)C1=O)N1CCN(c2ccccc2O)CC1 | ? | 7% | 1% | -8% | -3% | ? | 11%[10 µM] | ?
31 | O=C(O)c1cccc(NS(=O)(=O)c2ccc3c(c2)OCCCO3)c1 | 3% | -2% | -2% | -16% | 2% | -12% | ? | -1%
32 | COc1cccc(CC(=O)Nc2cc(S(=O)(=O)N3CCOCC3)ccc2N2CCOCC2)c1 | -13% | -3% | 1% | 16% | -7% | ? | -25% | -2%
33 | CN1C(=O)C2ON(c3ccccc3)C(c3cccs3)C2C1=O (stereo unspecified) | -2% | 0% | -10% | -7% | 2% | 2% | 3%[10 µM] | 6%
34 | Oc1ccccc1C1=NCCNC(C(F)(F)C(F)F)=C1 | 9% | 10% | -20% | 10% | 6% | 2% | 15% | -8%
35 | Cc1nnc(N2C(=O)c3oc4ccccc4c(=O)c3C2c2cccc(OCCC(C)C)c2)s1 (stereo unspecified) | / | 4% | / | 0% | 2% | / | / | -1%
36 | O=C(Nc1ccccc1)NC1CS(=O)(=O)CC1O (stereo unspecified) | -3% | -4% | -5% | -3% | 1% | ? | 11%[10 µM] | 1%
37 | COC(=O)C(CCCCN1C(=O)C2C3C=CC(C3)C2C1=O)N1C(=O)C2C3C=CC(C3)C2C1=O (stereo unspecified) | 7% | 3% | -4% | -7% | 8% | ? | -6%[0.074 µM] | 0%
38 | Cc1ccccc1NC(=O)CCn1nc(-c2ccc(Cl)cc2)c2ccccc2c1=O | / | -1% | / | 0% | -10% | / | / | -17%
39 | O=C(O)c1ccc(N=NN2CCCCCC2)cc1 | -3% | -6% | ? | 4.5µM* | -4% | -5% | 7%[10 µM] | -11%
40 | O=[N+]([O-])c1ccccc1NCc1ccc(Cl)cc1 | -3% | -1% | -6% | -10% | -17% | 5% | -16% | ?

# Compound profiles, as listed above. Order of screens: JMJD2E inh, Tau fibril FP, HTT aggregate, SMN2 splice enh, Tau fluor cs, ALDH1A1 block, HTT cytoprotect, Tau fibril ThT
# Profile of COC(=O)C(CCCCN1C(=O)C2C3C=CC(C3)C2C1=O)N1C(=O)C2C3C=CC(C3)C2C1=O (stereo unspecified) = 7%, 3%, -4%, -7%, 8%, ?, -6%[0.074 µM], 0%
# Profile of c1cc(Nc2cccc3nccnc23)c2nccnc2c1 = ?, -3%, -22%[9.22 µM], /, -28%, ?, -48%[inhibitor][10 µM], 5µM*
# Profile of O=C(CSc1nnnn1-c1ccccc1)N1CCCc2ccccc21 = 3%, -8%, -5%, -12%, -20%, 7.9µM*, -17%, -12%

# (next part)
no. | Molecule | JMJD2E inh | Tau fibril FP | HTT aggregate | SMN2 splice enh | Tau fluor cs | ALDH1A1 block | HTT cytoprotect | Tau fibril ThT
41 | Cc1cccc(C)c1NC(=O)COC(=O)c1cc(-c2cccnc2)nc2ccccc12 | ? | 7% | 3% | -5% | -27% | -2% | 10%[1.9 µM] | ?
42 | CCc1ccc2[nH]c(=O)c(CN(Cc3ccccc3)C(=O)Nc3ccccc3OC)cc2c1 | -5% | 6% | 3%[9.22 µM] | -2% | -26% | -6% | -34% | -16%
43 | Cc1cc(C)n2nc(C(=O)OCC(=O)c3cc(C)n(CC4CCCO4)c3C)nc2n1 (stereo unspecified) | -2% | -4% | 3% | 6% | 1% | 2% | 7%[10 µM] | -4%
44 | Cc1cccc(OCCC(=O)Nc2ccc(F)c(Cl)c2)c1 | -17% | -21% | -3% | -8%[1.84 µM] | ? | -2% | -34%[10 µM] | -15%
45 | O=C(COC(=O)CNS(=O)(=O)c1ccc2ccccc2c1)Nc1ccccc1Sc1ccccc1 | -11% | 4% | -16% | -5% | -25% | 18µM* | 20%[1.9 µM] | -8%
46 | CCC(NC(=O)c1cccc(Cn2cc([N+](=O)[O-])cn2)c1)c1ccc(C(C)C)cc1 (stereo unspecified) | -2% | -3% | -18% | -9% | -23% | ? | -21% | 2%
47 | CC(Oc1ccc(Cl)cc1Cl)C(=O)Nc1ccc(OCC(=O)O)cc1 (stereo unspecified) | -3% | 6% | ? | / | 4% | 8% | -33% | 1%
48 | Cc1cc2cc(CNC(=O)c3ccc(S(=O)(=O)N4CCCCC4)cc3)ccc2n1C | ? | ? | 2% | -12% | -13% | ? | -14% | -16%
49 | Cc1nn(CC(O)CN2c3ccccc3Sc3ccccc32)c(C)c1Br (stereo unspecified) | -10% | ? | -21% | 9% | ? | 7% | 18%[10 µM] | ?

# A draw from above in order of length of the SMILES, descending.
no. | Molecule | JMJD2E inh | Tau fibril FP | HTT aggregate | SMN2 splice enh | Tau fluor cs | ALDH1A1 block | HTT cytoprotect | Tau fibril ThT
42 | CCc1ccc2[nH]c(=O)c(CN(Cc3ccccc3)C(=O)Nc3ccccc3OC)cc2c1 | -5% | 6% | 3%[9.22 µM] | -2% | -26% | -6% | -34% | -16%
47 | CC(Oc1ccc(Cl)cc1Cl)C(=O)Nc1ccc(OCC(=O)O)cc1 (stereo unspecified) | -3% | 6% | ? | / | 4% | 8% | -33% | 1%
49 | Cc1nn(CC(O)CN2c3ccccc3Sc3ccccc32)c(C)c1Br (stereo unspecified) | -10% | ? | -21% | 9% | ? | 7% | 18%[10 µM] | ?
